# Screens from PubChem.
# NALP1 inh = inhibitors of NALP1 inflammasome in yeast. 280,000 tested, 0.61% active. S. cerevisiae NALP1/ASC/caspase-1 growth, X-gal OD620, 72 h. AID 2071. inhibition, % at 10 µM; in the data active = inhibition mostly above about 24%, no sharp cut-off; inactive = mostly below about 32%; also: some compounds called inactive have numbers as strong as hits
# pCIP destab = p/CIP protein destabilization; Q05BA5; F442A p/CIP-EGFP cells, EGFP fluorescence, 16 h; decrease of EGFP signal, % at 10 µM; 290,000 tested, 0.01% active; AID 1984;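 active = EGFP signal decrease of at least 30% at 10 µM or well 3 SD below plate mean, unless failing retest; inactive = the rest, including hits failing retest or dose response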; also: some compounds called inactive have numbers as strong as hits; many of its hits are not listed in these tables
# IDE cell activ = boosts human insulin-degrading enzyme activity in HEK cells; FAbeta-B cleavage, fluorescence polarization; 0% vehicle, 100% cell-free pure enzyme wells; activation, % at 5.96 µM; 340,000 tested, 0.073% active; AID 493087;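 active = activation above the mean of all tested compounds plus 3 SD, set per screening campaign, cut at about 17% in these data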
# SUMO HTRF inh = blocks human SUMOylation mediated by UBC9; P63279; AID 2006; inhibition, % at 35 µM; 290,000 tested, 0.36% active; HTRF SUMOylation assay, SAE1/SAE2 + UBC9, in vitro; in the data active = inhibition above about 50%, passing the limit was not always enough; also: strong numbers were not always called active
# MEKK2wt PB1 HTS = raises or lowers MEK5 binding to wildtype human MEKK2 PB1 domain. Q9Y2U5. bead flow cytometry, Alexa488-MEK5 binding to MEKK2 WT; actives lie on both sides. binding response (% of control), % at 10 µM. 290,000 tested, 1.1% active. AID 1531; in the data active = binding response below about 67% or above about 130%
# PfM18AAP inh = blocks P. falciparum M18 aspartyl aminopeptidase; recombinant PfM18AAP, H-Glu-NHMec fluorogenic cleavage; inhibition, % at 7.35 µM; 290,000 tested, 1.2% active;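 active = inhibition above the campaign mean inhibition over all tested compounds plus 3 SD, cut at about 28% in these data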;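 also: 0% = plate median of test compound wells and 100% = 2 mM ZnCl2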
# IDE cell inh = inhibits human insulin-degrading enzyme in HEK cells; P14735; FAbetaB cleavage, fluorescence polarization; inhibition, % at 5.59 µM; 320,000 tested, 0.41% active;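 active = percent inhibition above the average of all tested compounds plus 3 SD, set per screening campaign, cut at about 16% in these data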;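 also: IDE supplied by intact live HEK cells; FP after avidin binding of uncleaved biotin substrate so inhibition keeps polarization high; 0% = DMSO wells and 100% = 60 µM reference IDE inhibitor Ii1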
# MEKK3 PB1 HTS = raises or lowers MEK5 binding to the human MEKK3 PB1 domain; AID 1529; bead-based flow cytometry, Alexa488-MEK5 binding to MEKK3; actives lie on both sides; 0 = blocked by unlabeled MEK5, 100 = vehicle; binding response (% of control), % at 10 µM; 290,000 tested, 1.4% active;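 active = binding response more than 3 SD above or below the average of its plate-row segment, actives on both sides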;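 also: Alexa488 bead fluorescence after subtracting the streptavidin-only scavenger bead signal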
# MEKK2mut PB1 HTS = signal of MEK5 binding to mutant human MEKK2 PB1 domain | bead flow cytometry, Alexa488-MEK5 binding to MEKK2 mutant | percent response, % at 10 µM | 290,000 tested, 0.35% active | AID 1530; in the data active = percent response above about 24%, passing the limit was not always enough; also: inactives centre near 1; some results filed as inactive read as strong as hits; reference of the scale not given here
# The depositor's hits bear a star; / = no result given. Only part of the results is shown; rates above refer to the full screens.
SMILES,NALP1 inh,pCIP destab,IDE cell activ,SUMO HTRF inh,MEKK2wt PB1 HTS,PfM18AAP inh,IDE cell inh,MEKK3 PB1 HTS,MEKK2mut PB1 HTS
CC(/C=N/n1cnnc1)=C\c1ccco1,1.1,-3.7,10.7,-3.1,107.0,55.1*,10.4,108.0,1.0
O=C(Nc1ccccn1)c1cc(-c2cccnc2)nc2ccc(Br)cc12,20.6,3.8,2.2,-23.0,111.0,-7.3,-3.0,100.0,11.0
COC(=O)c1c(C)oc2ccc(NS(=O)(=O)c3cccs3)cc12,18.0,-13.6,-0.8,10.7,95.0,-1.3,-3.7,97.0,-5.0
Cc1c(C(=O)N2CCCCC2)c(S(=O)(=O)N2CCN(c3ccc(F)cc3)CC2)c(C)n1C,-0.7,12.8,5.6,11.9,100.0,3.8,8.7,103.0,3.0
CC(C)c1ccc(NCCC(=O)c2cccs2)cc1,48.8,-9.8,-0.8,6.4,105.0,3.7,-0.3,101.0,3.0
Cc1ccc(-n2c(-c3ccncc3)nnc2-c2ccco2)cc1,34.1,-0.6,-0.2,29.9,94.0,3.1,-2.7,95.0,-4.0
CC(C)(CNC(=O)c1ccccc1NS(C)(=O)=O)N1CCCCC1,-5.2,3.0,0.8,5.3,93.0,8.4,5.2,100.0,-3.0
COc1cc(/C=N/NC(=O)CNc2n[nH]c(=O)[nH]c2=O)ccc1OCc1ccccc1,11.6,-6.4,4.6,19.6,100.0,-9.3,-1.7,96.0,-2.0
CC(C)(C)n1nnnc1C(c1cccnc1)N1CCN(c2ccccc2)CC1 (stereo not given),5.8,-9.1,-1.3,2.6,103.0,0.2,5.3,97.0,-1.0
COc1ccccc1Nc1ccc(C(=O)O)cc1[N+](=O)[O-],-14.1,4.5,0.2,-9.2,106.0,8.1,3.5,114.0,5.0
COc1ccc(CN2CCN(CC=C(C)C)C(CCO)C2)cc1Cn1cccn1 (stereo not given),19.1,-6.1,2.5,14.9,95.0,6.0,-1.0,103.0,-5.0
CCCC(c1nnnn1CS(=O)(=O)c1ccc(C)cc1)N1CCC(C(N)=O)CC1 (stereo not given),12.4,-4.1,5.1,5.5,105.0,0.7,-1.6,100.0,2.0

# 3 entries picked at random from the list so far, as already listed:
SMILES,NALP1 inh,pCIP destab,IDE cell activ,SUMO HTRF inh,MEKK2wt PB1 HTS,PfM18AAP inh,IDE cell inh,MEKK3 PB1 HTS,MEKK2mut PB1 HTS
CC(C)c1ccc(NCCC(=O)c2cccs2)cc1,48.8,-9.8,-0.8,6.4,105.0,3.7,-0.3,101.0,3.0
CC(C)(CNC(=O)c1ccccc1NS(C)(=O)=O)N1CCCCC1,-5.2,3.0,0.8,5.3,93.0,8.4,5.2,100.0,-3.0
CC(C)(C)n1nnnc1C(c1cccnc1)N1CCN(c2ccccc2)CC1 (stereo not given),5.8,-9.1,-1.3,2.6,103.0,0.2,5.3,97.0,-1.0

# (further entries)
SMILES,NALP1 inh,pCIP destab,IDE cell activ,SUMO HTRF inh,MEKK2wt PB1 HTS,PfM18AAP inh,IDE cell inh,MEKK3 PB1 HTS,MEKK2mut PB1 HTS
N#Cc1ccc(OCC(=O)N/N=C/C2CC=CCC2)cc1 (stereo not given),-0.2,-3.9,-2.2,9.4,98.0,-5.8,2.0,103.0,0.0
Cc1ccn(-c2n[nH]c(C)c2[N+](=O)[O-])n1,5.2,1.2,0.2,5.6,105.0,-0.6,1.8,101.0,2.0
CCCn1c(=O)[nH]c(=O)c2c1nc(-c1ccc(OC)c(Br)c1)n2CCOC,4.3,2.1,0.7,7.8,85.0,2.7,1.3,99.0,-8.0
COc1ccccc1OCCn1cc(/C=N/n2cnnc2)c2ccccc21,1.4,4.0,3.2,-2.6,98.0,-3.6,12.3,99.0,-1.0
Cn1c(=O)c2c(ncn2CC(=O)Nc2nc3ccc(F)cc3s2)n(C)c1=O,11.9,-2.9,1.1,9.1,108.0,-6.4,4.3,106.0,4.0
COc1ccc(OC)c(NC(=O)COC(=O)/C=C/c2ccccc2Cl)c1,27.3,-0.3,-0.3,-9.4,102.0,0.8,-0.8,103.0,13.0
CCOC(=O)N1CCC(NC(=O)c2cc(S(=O)(=O)N3CCCC3)cn2C)CC1,13.8,0.9,9.4,14.7,95.0,-3.6,-0.5,97.0,0.0
CC(Oc1ccc(Cl)cc1Cl)/C(N)=N/O (stereo not given),24.5,-8.1,-3.1,22.8,84.0,-14.8,4.4,87.0,-8.0
O=C1CCC(C(=O)N2CCC(CO)(Cc3ccc(Cl)cc3)CC2)=NN1,21.4,-13.3,2.2,4.7,94.0,-4.8,8.8,96.0,-9.0
CN1CCOc2ccc(S(=O)(=O)NCCc3ccc(Cl)cc3)cc21,24.7,6.9,3.1,15.3,113.0,-3.6,-4.0,104.0,17.0
Cc1cc(NC(=O)CN2CCN(S(=O)(=O)c3ccc4ccccc4c3)CC2)no1,34.3,6.0,3.4,-8.2,102.0,0.1,-1.4,106.0,1.0
COc1ccc(-c2nc(N)n(S(=O)(=O)c3ccc(C)cc3)n2)cc1,50.7,3.0,0.8,-8.7,100.0,4.5,-6.0,102.0,1.0
Cc1ccc(CS(=O)(=O)c2ccc(C(=O)N3CCN(c4ccccn4)CC3)cc2[N+](=O)[O-])cc1,11.7,-8.6,1.5,6.1,99.0,-3.2,-4.2,96.0,-4.0
CCc1nc2c(n1O)CCc1nonc1-2,10.3,-4.8,-5.3,19.6,105.0,-0.3,-2.9,101.0,4.0
CN(C)S(=O)(=O)N1CCN(CC(=O)Nc2ccc(Br)cc2)CC1,9.3,-3.4,-0.1,17.3,101.0,0.6,-0.6,100.0,0.0
CCOC(=O)c1ccc(NC(=O)N2CCN(Cc3ccccc3)CC2)cc1,7.8,-2.2,2.2,6.2,92.0,-1.8,0.3,91.0,-6.0
Cc1cc(-c2ccccc2)oc(=O)c1NC(=O)c1ccccc1,-9.3,-17.8,-1.6,14.6,88.0,-6.0,2.3,84.0,-16.0
CCCC(=O)O[C@H]1C[C@@H](C)N(C(=O)c2ccccc2)c2ccc(C)cc21,-1.3,-3.7,0.7,33.0,98.0,-0.2,-4.7,101.0,-1.0
O=C1CCCN1CCCNc1ncnc2c1cnn2-c1ccc(Cl)cc1,/,1.1,-1.1,1.6,100.0,6.7,3.5,97.0,3.0
COC(=O)c1c(CSc2ccc(C)c(C)c2)noc1C(=O)NCc1ccc(OC)cc1,7.7,-5.2,-4.3,0.9,104.0,-9.7,-0.3,102.0,5.0
O=C(Nc1ccccc1)N1CCCC2CCCCC21 (stereo not given),35.3,2.0,6.0,12.5,103.0,-6.9,1.8,94.0,-4.0
COCCCN1CN=C(NS(=O)(=O)c2ccc(C)cc2)NC1,2.7,4.5,2.2,3.4,98.0,1.0,-3.7,99.0,-1.0
COc1cc2c(cc1OC)-c1cc(Nc3ccccc3C)nc(=O)n1CC2,13.9,1.6,-1.6,5.1,104.0,4.9,3.1,103.0,5.0
C(=N/Nc1nc(-c2ccccc2)cc(-c2ccccc2)n1)/c1cccnc1,9.6,-19.7,-1.1,-10.4,110.0,-5.5,11.1,100.0,7.0
Cc1cccc(C)c1NC(=O)CSc1nnc(-c2cccnc2)o1,-0.2,-8.4,3.0,11.3,96.0,-7.4,6.6,102.0,1.0
COc1ccc(OC)c(C2C3=C(CC(C)(C)CC3=O)Nc3nnnn32)c1 (stereo not given),17.8,0.6,3.3,11.8,101.0,-4.4,-1.9,86.0,0.0
Cc1cc(NC(=O)c2c(Br)c(C)nn2C)no1,20.5,-5.6,-2.7,12.7,99.0,5.1,2.4,95.0,-2.0
COc1cc(N/N=C/c2ccc(N(C)C)cc2)ncn1,6.7,-10.1,0.9,-5.1,93.0,10.4,4.2,98.0,-7.0
COc1cc(NC(=O)Cn2ncc(Cl)c(Cl)c2=O)c(C)cc1[N+](=O)[O-],12.3,-5.4,1.4,3.9,96.0,12.5,/,101.0,-6.0
COc1ccccc1CNC(=O)CSc1ccc(C(=O)Nc2ccccc2OC)cc1[N+](=O)[O-],24.9,7.5,-6.1,-3.3,106.0,0.9,-0.1,123.0,0.0
COc1cccc(N(CC(=O)NC2CCCC2)C(=O)CCC(=O)Nc2cc(C)on2)c1,-1.5,-7.7,-0.9,9.1,96.0,2.1,1.7,97.0,-1.0
Cc1cc(C(=O)N/N=C/c2cc(Br)cc(Br)c2OC(=O)c2ccccc2)n[nH]1,10.3,0.3,/,-44.0,93.0,0.1,-0.5,96.0,6.0
COc1ccc(NC(=O)c2cccn(CC=C(C)C)c2=O)cc1,4.0,-1.1,2.4,10.8,95.0,-8.8,-1.6,93.0,-1.0
CCOc1cc(CNCCc2c[nH]c3ccccc23)cc(Cl)c1OCC(N)=O,2.2,-0.6,-1.7,26.7,87.0,0.0,-2.9,75.0,-18.0
CSc1nc(-c2ccccc2)nc(N2CCCC2)c1C(C)=O,4.1,-35.7,-5.7,7.6,101.0,-3.1,-1.4,103.0,8.0
Cc1cc(C(=O)N2CCCC(N3CCN(c4cccc(Cl)c4)CC3)C2)nn1C (stereo not given),17.3,-1.8,-6.2,2.7,101.0,7.8,8.7,102.0,16.0
CC(=O)c1cccc(NC(=O)C2CCN(S(=O)(=O)c3ccc(F)cc3)CC2)c1,-0.6,5.0,-1.2,1.6,107.0,-0.8,2.5,102.0,0.0
Oc1cccc(C=NCc2ccccc2)c1,10.4,-1.7,-0.4,3.8,94.0,8.9,6.4,95.0,-5.0
O=C(NCc1cccs1)c1cc(-c2ccccc2)nn1CC1CC(c2cccnc2)=NO1 (stereo not given),/,/,3.3,/,89.0,/,-3.4,92.0,-3.0
Cc1ccc(-c2[nH]c3cc(C(=O)NCCCn4ccnc4)ccc3c(=O)c2O)cc1,-5.3,-4.6,3.3,20.6,110.0,/,4.6,100.0,10.0
COc1ccc(N2CCN(C(C)C(=O)N3CCc4ccccc43)CC2)cc1 (stereo not given),-12.6,-4.5,1.6,7.2,95.0,3.4,6.1,102.0,-4.0
CCCN(CCC)CCNC(=O)C1(O)c2ccccc2NC(=O)N1c1cccc(OC)c1 (stereo not given),18.0,-7.2,1.4,12.1,109.0,7.6,1.1,107.0,7.0
O=C(Cc1ccccc1)NNC(=O)C1CCN(c2ncccn2)CC1,3.7,-10.3,3.5,16.0,105.0,-0.3,14.0,103.0,0.0
CCN(C(=O)c1ccc2c(Cl)c3c(nc2c1)CCC3)c1cccc(C)c1,36.6,-5.2,/,-13.3,93.0,0.9,/,115.0,3.0
COc1ccc(Oc2nnc(-c3ccccc3)cc2C#N)cc1,18.2,-1.6,0.7,24.8,97.0,-8.5,9.2,95.0,-9.0
Cc1ccc(S(=O)(=O)c2c(N)n(CC3CCOC3)c3nc4ccccc4nc23)cc1 (stereo not given),10.9,-18.9,-1.4,49.1,97.0,-5.1,2.6,96.0,-4.0
CC(C)(C)c1nc2scc(-c3ccc(Cl)cc3)c2c(=O)o1,21.0,-8.7,11.1,10.9,106.0,2.9,-3.9,103.0,2.0
CCCCc1c(O)c2ccccc2n(CCCC)c1=O,12.3,-5.4,3.2,-5.7,97.0,-1.9,1.1,97.0,-1.0

# Profiles as entered above:
# O=C(Cc1ccccc1)NNC(=O)C1CCN(c2ncccn2)CC1 reads NALP1 inh: 3.7; pCIP destab: -10.3; IDE cell activ: 3.5; SUMO HTRF inh: 16.0; MEKK2wt PB1 HTS: 105.0; PfM18AAP inh: -0.3; IDE cell inh: 14.0; MEKK3 PB1 HTS: 103.0; MEKK2mut PB1 HTS: 0.0
# COc1cccc(N(CC(=O)NC2CCCC2)C(=O)CCC(=O)Nc2cc(C)on2)c1 reads NALP1 inh: -1.5; pCIP destab: -7.7; IDE cell activ: -0.9; SUMO HTRF inh: 9.1; MEKK2wt PB1 HTS: 96.0; PfM18AAP inh: 2.1; IDE cell inh: 1.7; MEKK3 PB1 HTS: 97.0; MEKK2mut PB1 HTS: -1.0
